TAG inh = triacylglycerol accumulation inhibition; inhibition, % at 12.5 µM; AID 651582; H9c2 cells, Nile Red lipid (TAG) fluorescence; cells loaded with 200 µM oleic acid; actives 0.66% (n = 230,000);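 active means pattern-corrected inhibition of lipid staining of at least 50% with the nuclear-stain viability signal not falling by more than 50%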;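 further: 0% = DMSO wells and 100% = triacsin C control wells; some results filed as inactive read as strong as hits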
TAG inh DAPI viability = recorded beside TAG inh, whose call it bears; DAPI nuclei signal change (viability), lower = more cytotoxic, %;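 whole-well DAPI fluorescence read on a plate reader as a viability signal; minus 50 percent equals half of cells still viable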
* marks the source's active call; other numbers are inactive results.

SMILES	TAG inh	TAG inh DAPI viability
COc1ccc(C2C(C#N)=C(N)Oc3c2sc2nc(C)cc(C)c32)cc1 (configuration not stated)	9	6
CC(C)NC(=O)C(=O)Nc1ccc2c(c1)N(S(=O)(=O)c1cccs1)CCC2	5	-11
CC(=O)Nc1ccc(/C=N\NC(=O)CNS(=O)(=O)c2ccc([N+](=O)[O-])cc2)cc1	-9	4
COc1ccc(OC)c(C(C)NC(=O)C23CC4CC(CC(C4)C2)C3)c1 (configuration not stated)	12	-12
Cc1cc(C)nc(NN=CC2=C(N3CCOCC3)/C(=C/c3ccc(Cl)cc3)CC2)n1	-3	-6
CCC(=O)Nc1nnc(SCC(=O)Nc2ccc3c(c2)OCCO3)s1	0	3
Cc1[nH]ccc(=O)c1OCc1ccccc1	-10	17
CCOc1ccc(N2CC(C(=O)OC)CC2=O)cc1 (configuration not stated)	-26	6
CCN(CC)C(=O)CSc1nc2ncc(Br)cc2[nH]1	-12	-2
CCn1c(-c2ccc(-c3ccccc3)cc2)c[nH]c1=S	-14	17
O=C(NCc1ccc2c(c1)OCO2)c1nnc(Cc2ccc(F)cc2)o1	-8	10
COC(=O)Cc1c(C)nc2nc[nH]n2c1=O	-17	4
CC(C)N(C(=O)c1ccc(-c2ccccc2F)cc1)C(C)C	-3	-6
Cc1ccc(C=C2SC(=S)N(CCCC(=O)Nc3cccc(C(=O)O)c3)C2=O)cc1	-2	4
CC(C)[C@H](NC(=O)c1ccccc1Br)C(=O)OCc1nc2ccsc2c(=O)[nH]1	2	3
CCN(CC)CCCNc1nc(-n2nc(C)cc2C)nc2sc3c(c12)CC(C)(C)OC3	4	6
CCN(CC)S(=O)(=O)c1ccc(N2CCOCC2)c(NC(=O)CN2C(=O)NC(C)(c3ccccc3)C2=O)c1 (configuration not stated)	32	-8
NC(=O)C1CCN(C(=O)c2ccc3nc(N4CCCCC4)sc3c2)CC1	8	-2
NS(=O)(=O)c1ccc(-c2ccc(C=C3C(=O)c4ccccc4C3=O)o2)cc1	15	-8
CCOC(=O)/C(C#N)=C\c1ccc(OCC(=O)Nc2ccc(C)cc2C)c(OC)c1	11	0
Cc1cc(NC(=O)Nc2cccs2)no1	0	4
CCOC(=O)c1nc(NCc2ccccc2C)c2ccccc2n1	-13	13
COc1ccc(CC(=O)OC(C)C(=O)NCc2ccc3c(c2)OCO3)cc1OC (configuration not stated)	25	1
Cc1cccnc1NC(=O)c1cc2ccccc2oc1=O	-6	6
O=C(COC(=O)/C=C/c1cccc([N+](=O)[O-])c1)Nc1ccc(Cl)cn1	7	-6

Next part.
SMILES	TAG inh	TAG inh DAPI viability
Cc1cccc(-c2nc3c(c(=O)c4ccccc4n3C)c(=O)n2-c2ccccc2)c1	0	13
COc1ccc(C(=O)CSc2nnc(-c3cccnc3)n2Cc2ccco2)cc1	20	0
Cc1cccc(N2C(=O)CSC23CCCCC3)c1	-15	-8
CCOC(=O)c1ncn2c1[C@@H]1CCNC1C(=O)c1cc(OC)ccc1-2 (some centres not stated)	5	-2
CCCCNc1nc(-c2ccccc2)nc(-n2ccnc2)n1	17	-7
Cc1ccc(NS(=O)(=O)c2ccc(C(=O)NCC(c3ccco3)N3CCCCC3)cc2)cc1 (configuration not stated)	-55	-3
COCc1cc(C)nc2oc(C(=O)c3ccccc3)c(N)c12	2	-4
CCn1ncc(CNC(=O)CCCSc2nc(-c3ccco3)cc(C(F)(F)F)n2)c1C	10	-16
NC(=O)C1CCN(C(=O)c2cc(S(=O)(=O)N3CCOCC3)ccc2Cl)CC1	-2	-3
O=C(C1=C[C@@H](C2CC2)C[C@@H](OCc2ccc(CO)cc2)O1)N1CCOCC1	4	5
O=C(CN1C(=O)C2CC=CCC2C1=O)Nc1nc2ccccc2s1 (configuration not stated)	15	-9
CCC1=C(OC(=O)N(CC)CC)N2C(=O)OC(=NCC3CC3)[C@]2(C)[C@H]2C1=CC[C@H]1C(=O)N(CC(=O)OC)C(=O)[C@H]12	-32	3
COc1ccc(C(=O)c2oc3nc(C)cc(C)c3c2N)cc1	13	-7
CCCCn1c(N)c(N(C(=O)CSc2nnnn2-c2ccc(C)cc2)C2CCCC2)c(=O)[nH]c1=O	-4	-10
CCCCN(CCCC)C(=O)c1sc2nc(N3CCOCC3)c3c(c2c1N)CCCC3	14	18
Cc1cc(C(F)(F)F)nc(-n2cc(-c3ccccc3)nn2)n1	-1	2
Cc1ccc(CNC(=O)c2ccc3c(=O)[nH]c4c(C(=O)NCC5CCCO5)sc(=S)n4c3c2)cc1 (configuration not stated)	-4	6
O=C(Cc1ccccc1)NCc1cccnc1	7	-5
COC(=O)c1ccc(COc2ccc(C)cc2[N+](=O)[O-])o1	-6	-2
CCOC(=O)c1c(C)n(C)c2ccc(OC)c(NC(=O)CN3CCSCC3)c12	-16	7
O=C(OCC(=O)N1CCc2ccccc21)c1ccc[n+]([O-])c1	2	2
O=C(Cc1ccccc1)Nc1cccnc1	1	-3
COc1ccc(C(=O)C2CCCN(Cc3ccc(C#CCCO)cc3)C2)cc1F (configuration not stated)	4	11
C/C(=N\NC(=O)C1(C)CC1(Br)Br)c1ccc([N+](=O)[O-])cc1 (configuration not stated)	-10	6
C=CC1(C)CN(Cc2ccco2)S(=O)(=O)c2c(F)cccc2O1 (configuration not stated)	-6	0

Retrieved by compound from above:
SMILES	TAG inh	TAG inh DAPI viability
CCC1=C(OC(=O)N(CC)CC)N2C(=O)OC(=NCC3CC3)[C@]2(C)[C@H]2C1=CC[C@H]1C(=O)N(CC(=O)OC)C(=O)[C@H]12	-32	3
CCCCN(CCCC)C(=O)c1sc2nc(N3CCOCC3)c3c(c2c1N)CCCC3	14	18
C=CC1(C)CN(Cc2ccco2)S(=O)(=O)c2c(F)cccc2O1 (configuration not stated)	-6	0
Cc1cccc(-c2nc3c(c(=O)c4ccccc4n3C)c(=O)n2-c2ccccc2)c1	0	13
COc1ccc(C(=O)C2CCCN(Cc3ccc(C#CCCO)cc3)C2)cc1F (configuration not stated)	4	11
O=C(Cc1ccccc1)Nc1cccnc1	1	-3

Next section.
SMILES	TAG inh	TAG inh DAPI viability
COc1ccc(-c2nc3c(-c4ccc(Cl)cc4)cnn3cc2C)cc1F	1	4
CCC(C)NC(=O)Cn1nc(C(F)(F)F)c2c1CCC2 (configuration not stated)	2	0
S=C(Nc1ccccc1)Nc1cc(Cl)ccc1Oc1ccccc1	-19	6
NC(=O)CC(NC(=O)c1ccccc1)c1ccc(NCCc2ccc(F)cc2)c([N+](=O)[O-])c1 (configuration not stated)	-5	4
C=C(Cl)COC(=O)[C@H]1C2C=CC(C2)C1C(=O)O (some centres not stated)	3	-7
CCOC(=O)N1CCC(N2Cc3cccc(C(=O)Nc4ccc(CC)cc4)c3C2=O)CC1	70*	-0.3*
COc1ccc(NC(=S)NCCSc2ccc(Cl)cc2)c(OC)c1	-21	2
CCn1c2ccccc2c2nnc(SCC(=O)NC(CC(C)C)C(=O)OC)nc21 (configuration not stated)	14	1
Cn1cnnc1SCC(=O)NN1C(=O)NC(C)(c2ccccc2)C1=O (configuration not stated)	4	0
CC/C(=N/Nc1ccccc1Cl)c1cnnc(-c2ccccc2)n1	-10	-3
O=C(c1ccc(-c2cccc(C(F)(F)F)c2)o1)N1CCCC(C(F)(F)F)C1 (configuration not stated)	3	-4
COc1ccc(NC(=O)CSc2nc3c([nH]c4ccccc43)c(=O)n2C)c(OC)c1	14	-31
CCCOCc1ccc(O)c2ncccc12	105	-73
O=C(NCC(c1ccco1)N1CCc2ccccc2C1)c1ccc(Br)cc1 (configuration not stated)	0	-5
Cc1cc(C)cc(Cn2c(C)c(C(=O)N(C)Cc3ccc(F)cc3)sc2=O)c1	-12	-6
O=C(NCC(=O)N(Cc1cccs1)C(C(=O)NC1CCCCC1)c1cccnc1)c1ccco1 (configuration not stated)	-4	7
CC(=O)c1c(C)[nH]c(=S)c(C#N)c1-c1ccc(Cl)cc1	-20	2
Cc1nc(CNS(=O)(=O)c2ccccc2F)cs1	4	9
Cc1ccc(N(CC(O)Cn2nc(C)cc2C)S(=O)(=O)c2ccc3ccccc3c2)cc1 (configuration not stated)	5	-8
COC(=O)c1cc(Br)c(=O)n(-c2cccc(F)c2)c1	1	-11
Nc1cccnc1S(=O)(=O)c1cccc(C(F)(F)F)c1	10	-8
COc1n[nH]c(C(=O)NCc2ccccc2)c1[N+](=O)[O-]	9	-13
CCOC(=O)N1CCN(c2c(NCCCN3CCCC(C)C3)c(=O)c2=O)CC1 (configuration not stated)	8	-13
Oc1cccc2cnccc12	-5	4
O=Nc1c(O)cc(O)c2ccccc12	3	2

Another view of part of the listing above:
Values run as follows: TAG inh, TAG inh DAPI viability
C/C(=N\NC(=O)C1(C)CC1(Br)Br)c1ccc([N+](=O)[O-])cc1 (configuration not stated)
→ -10, 6
C=CC1(C)CN(Cc2ccco2)S(=O)(=O)c2c(F)cccc2O1 (configuration not stated)
→ -6, 0
COc1ccc(-c2nc3c(-c4ccc(Cl)cc4)cnn3cc2C)cc1F
→ 1, 4
CCC(C)NC(=O)Cn1nc(C(F)(F)F)c2c1CCC2 (configuration not stated)
→ 2, 0
S=C(Nc1ccccc1)Nc1cc(Cl)ccc1Oc1ccccc1
→ -19, 6
NC(=O)CC(NC(=O)c1ccccc1)c1ccc(NCCc2ccc(F)cc2)c([N+](=O)[O-])c1 (configuration not stated)
→ -5, 4

The results go on.
SMILES	TAG inh	TAG inh DAPI viability
Cc1nc2ccccc2c(=O)n1NC(=O)C1CC1C (configuration not stated)	-1	3
O=C1CCc2cc(S(=O)(=O)NC(Cc3ccccc3)C(=O)N3CCN(c4ccccn4)CC3)ccc2N1 (configuration not stated)	6	2
CN(C)/C=C(\C=O)c1c(Cl)cccc1Cl	-16	3
Cc1cc(C(=O)N2CCC2(C)C(=O)NCC(C)(C)C)nn1C (configuration not stated)	17	0
Cc1cc(C)n(-c2cc(C(C)(C)C)nc3c(-c4ccccc4)cnn23)n1	14	1
Cc1cc(-c2ccccc2)nc(N(C)NC(=O)c2c(F)cccc2F)c1S(C)(=O)=O	-20	0
CCC1(c2ccc(F)cc2)NC(=O)N(CC(=O)Nc2ccc(C)c(S(=O)(=O)N3CCOCC3)c2)C1=O (configuration not stated)	0	-4
CC(=O)c1c(C)[nH]c(C(=O)N(C)CC(=O)Nc2ccc(Cl)c(C(F)(F)F)c2)c1C	-3	1
O=C(NNc1ccccc1[N+](=O)[O-])Nc1cccc(Cl)c1	-15	0
CCOc1ccccc1OCCCC(=O)Nc1cccc(S(=O)(=O)N2CCOCC2)c1	-4	-10
CCOc1ccccc1N(CC(=O)N(C)Cc1ccccc1)S(=O)(=O)c1ccccc1	-10	2
O=C(CN1CCOCC1)N/N=C/C=C/c1ccccc1	15	-7
Cc1ccc(S(=O)(=O)n2ccnc2)cc1C	-21	1
Cc1ccccc1NC(=O)Cn1c(=O)n(-c2ccc(CC(=O)NCC3CCCO3)cc2)c(=O)c2ccccc21 (configuration not stated)	-7	3
OCCC1CN(CC2CCCCC2)CCN1CC1CCCCC1 (configuration not stated)	-12	1
Cc1ccc(NC(=O)C2COc3ccccc3O2)c(C)c1 (configuration not stated)	-9	3
Cc1cc(C)n(-c2nc3ccccc3n3cnnc23)n1	2	13
O=C(NCc1cccc(C(F)(F)F)c1)c1ccc2sc([C@@H]3O[C@H](CO)[C@@H](O)[C@H]3O)nc2c1	4	-3
Cc1nn2cc(-c3ccccc3)nc2[nH]c1=O	-2	13
Cc1ccc(N2CCN(C(=O)Nc3cccc([N+](=O)[O-])c3)CC2C)cc1 (configuration not stated)	-25	9
Clc1ccccc1/C=C/c1nc(-c2ccccn2)no1	-2	1
C=C(C)CN(CC)C(=O)CCc1nnc(CCc2c[nH]c3ccccc23)o1	5	-6
CCN(CC)CCCn1c2c(c(SCC(=O)Nc3cc(OC)cc(OC)c3)nc1=O)CCC2	21	-13
Cc1ccc(S(=O)(=O)N2CCN(C(=O)COC(=O)/C=C/c3ccccc3[N+](=O)[O-])CC2)c(C)c1	-4	0
O=C(OCC(=O)c1ccc[nH]1)c1ccc2ccccc2n1	5	-14

Continuation.
SMILES	TAG inh	TAG inh DAPI viability
CC(O)[C@H]1CN=C(N)N1CCCCC1CCCCC1 (some centres not stated)	7	-5
O=C(c1ccc(F)cc1)N1CCC(C(=O)N2CCCc3ccccc32)CC1	-5	0
COC(=O)c1ccccc1NC(=O)C1CCN(S(=O)(=O)c2cc(C)ccc2OC)CC1	5	-4
CC(=O)NCCNc1nc2cc(-c3ccc(Cl)cc3C)sc2c(=O)n1C	9	1
COC(=O)c1ccccc1N1CCS(=O)(=O)CC1	0	9
O=C(O)CCC(=O)Nc1ccc(N2CCCCCC2)cc1	16	0
Cn1c(=O)[nH]c(=O)c2c1nc(CN1CCOCC1)n2CCCc1ccccc1	1	-4
COCCn1c(SCC(=O)Nc2nnc(C)s2)nnc1-c1cc2ccccc2cc1O	-4	-14
N#CCCN(C(=O)COC(=O)c1ccc(S(=O)(=O)N2CCCCCC2)cc1)c1ccccc1	15	0
NC(=O)C1CCN(c2nc(-c3ccc4occc(=O)c4c3)cs2)CC1	0	-7
CS(=O)(=O)N(CC(=O)N1CCc2ccccc2C1)c1cccc(Br)c1	-1	-5
O=C(CNC(=O)OCc1ccccc1)NC1CCCCCC1	1	-1
CCOC(=O)c1ccc(NC(=O)C2(c3ccc(OC)cc3)CCCC2)cc1	-8	21
CC1O[C@@H](OC2C(O)C(C)O[C@H](OC(=O)[C@]34CCC(C)(C)C[C@H]3C3=CCC5[C@@]6(C)CC(O)C(O[C@@H]7OC(CO)C(O)[C@@H](O)[C@@H]7O)[C@@](C)(C(=O)O)C6CC[C@@]5(C)[C@]3(CO)CC4)C2O[C@H]2OC(C)[C@@H](O[C@@H]3OCC(O[C@@H]4OC(CO)C(O)[C@H](O)C4O)[C@@H](O)[C@@H]3O)[C@H](O)C2O)C(O)C(O)C1O (some centres not stated)	18	-3
CCCNC(=O)Nc1ccc2c(c1)nc(C)n2C	1	0
Cc1ccc(OCC(=O)Nc2ccc(O)c(-c3nc4ccccc4o3)c2)cc1	30	-8
CCCc1[nH]nc2c1C(c1cccnc1)C(C#N)=C(N)O2 (configuration not stated)	-5	-1

A portion of the library. The share of hits here may be higher or lower than overall.
